# Source: PubChem (several laboratories)
# MEKK2mut PB1 HTS = signal of MEK5 binding to mutant human MEKK2 PB1 domain; percent response, % at 10 µM; bead flow cytometry, Alexa488-MEK5 binding to MEKK2 mutant; AID 1530; 290,000 compounds, 0.35% hits; in the data active = percent response above about 24%, passing the limit was not always enough; note: inactives centre near 1; some results filed as inactive read as strong as hits; reference of the scale not given here
# NALP1 inh = inhibitors of NALP1 inflammasome in yeast. S. cerevisiae NALP1/ASC/caspase-1 growth, X-gal OD620, 72 h. inhibition, % at 10 µM. 280,000 compounds, 0.61% hits; in the data active = inhibition mostly above about 24%, no sharp cut-off; inactive = mostly below about 32%; note: some compounds called inactive have numbers as strong as hits
# OXTR agonist = agonists of human oxytocin receptor; CHO-OTR cells, Fluo-8 calcium fluorescence; normalized: DMSO 0%, oxytocin 100%; AID 2435; activation, % at 3 µM; 320,000 compounds, 0.32% hits;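 active = activation above the mean of all tested compounds plus 3 SD, cutoff set per screening run, cut at about 20% in these data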;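 note: peak over basal fluorescence ratio from a 100 s FLIPR kinetic read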
# DNA FID counter = counter-screen for HCV NS3 helicase inhibitors: DNA intercalator displacement | DNA fluorescent intercalator displacement, fluorescence | inhibition, % at 7.9 µM | 290,000 compounds, 0.17% hits; in the data active = inhibition above about 37%;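 note: 0% = vehicle and 100% = reference compound; higher means more ethidium bromide displaced from hairpin DNA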
# PfM18AAP inh = PfM18AAP enzyme inhibition | 290,000 compounds, 1.2% hits | recombinant PfM18AAP, H-Glu-NHMec fluorogenic cleavage | inhibition, % at 7.35 µM;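 active = inhibition above the campaign mean inhibition over all tested compounds plus 3 SD, cut at about 28% in these data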;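 note: 0% = plate median of test compound wells and 100% = 2 mM ZnCl2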
# MEKK2wt PB1 HTS = raises or lowers MEK5 binding to wildtype human MEKK2 PB1 domain; Q9Y2U5; bead flow cytometry, Alexa488-MEK5 binding to MEKK2 WT; actives lie on both sides; binding response (% of control), % at 10 µM; 290,000 compounds, 1.1% hits; AID 1531; in the data active = binding response below about 67% or above about 130%
# PHOSPHO1 block = PHOSPHO1 (human) inhibition; Q8TCT1; 290,000 compounds, 1.1% hits; AID 1565; recombinant PHOSPHO1, absorbance phosphatase assay; inhibition, % at 13.3 µM; in the data active = inhibition above about 60%
# Target sequence (Q8TCT1 whole entry, looked up): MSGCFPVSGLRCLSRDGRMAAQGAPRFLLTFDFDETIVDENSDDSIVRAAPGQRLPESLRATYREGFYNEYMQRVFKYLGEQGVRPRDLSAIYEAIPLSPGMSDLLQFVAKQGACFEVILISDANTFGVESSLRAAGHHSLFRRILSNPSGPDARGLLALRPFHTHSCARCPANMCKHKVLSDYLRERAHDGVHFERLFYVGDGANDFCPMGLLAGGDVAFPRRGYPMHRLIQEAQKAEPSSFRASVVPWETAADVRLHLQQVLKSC
# MEKK3 PB1 HTS = raises or lowers MEK5 binding to the human MEKK3 PB1 domain; 290,000 compounds, 1.4% hits; bead-based flow cytometry, Alexa488-MEK5 binding to MEKK3; actives lie on both sides; 0 = blocked by unlabeled MEK5, 100 = vehicle; binding response (% of control), % at 10 µM;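 active = binding response more than 3 SD above or below the average of its plate-row segment, actives on both sides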;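 note: Alexa488 bead fluorescence after subtracting the streptavidin-only scavenger bead signal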
# Target sequence (Q99759 whole entry, looked up, the tested form may be a part): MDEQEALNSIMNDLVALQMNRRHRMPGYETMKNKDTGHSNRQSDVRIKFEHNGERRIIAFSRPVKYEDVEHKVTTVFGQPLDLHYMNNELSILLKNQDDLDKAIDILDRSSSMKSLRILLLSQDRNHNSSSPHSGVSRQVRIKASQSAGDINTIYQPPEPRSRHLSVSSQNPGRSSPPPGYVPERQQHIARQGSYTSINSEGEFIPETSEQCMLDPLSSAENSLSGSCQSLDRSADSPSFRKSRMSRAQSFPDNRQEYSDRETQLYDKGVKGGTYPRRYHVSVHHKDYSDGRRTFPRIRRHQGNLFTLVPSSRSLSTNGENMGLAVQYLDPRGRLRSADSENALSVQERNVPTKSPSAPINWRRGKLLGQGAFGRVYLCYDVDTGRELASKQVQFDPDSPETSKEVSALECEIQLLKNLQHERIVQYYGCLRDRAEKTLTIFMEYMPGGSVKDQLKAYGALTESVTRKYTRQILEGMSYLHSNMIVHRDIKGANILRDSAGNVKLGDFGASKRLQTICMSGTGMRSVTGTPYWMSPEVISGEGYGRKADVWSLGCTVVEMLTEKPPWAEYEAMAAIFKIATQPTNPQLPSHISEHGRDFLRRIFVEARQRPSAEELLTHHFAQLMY
# GPR7 antag = human neuropeptides B/W receptor 1 antagonism; P48145; GPR7-expressing cells, fluorescence antagonist assay; inhibition, % at 4.4 µM; 290,000 compounds, 1.1% hits; AID 1861; in the data active = inhibition above about 16%, passing the limit was not always enough;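 note: cells stimulated with the agonist NPW; 0% = agonist with vehicle and 100% = vehicle without agonist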
# An asterisk follows results filed as active; . = not tested or not shown; [ ] = another dose, or the depositor's remark. Rows are unselected; any-hit rate near 6.2%.
SMILES,MEKK2mut PB1 HTS,NALP1 inh,OXTR agonist,DNA FID counter,PfM18AAP inh,MEKK2wt PB1 HTS,PHOSPHO1 block,MEKK3 PB1 HTS,GPR7 antag
CCOC(=O)N1CCC(Nc2c(NCCN3CCN(c4ccccc4F)CC3)c(=O)c2=O)CC1,6,-8,-0.1,-9,-9,111,-11,110,1
Cc1ccc(S(=O)(=O)CC(=O)NC(C)(C)C)cc1,3,9,-0.3,1,13,84,-38,82,-11
COc1ccccc1NS(=O)(=O)c1cccc(NC(=O)c2cc3ccccc3oc2=O)c1,-7,39,-0.1,1,-5,96,-1,98,-8
Cc1ccc(CNC(=O)c2ccc3c(=O)n(CC4CCCO4)c(=S)[nH]c3c2)cc1 (stereo not given),3,.,-0.2,-2,2,103,1,98,-7
Cc1ccccc1OCCCC(=O)Nc1ccc(S(=O)(=O)Nc2onc(C)c2C)cc1,-6,13,0.6,-19,-3,96,28,98,-3
Cc1cc(C(=O)COc2nncc3ccccc23)c(C)n1C,3,2,.,-2,-4,96,-8,97,-1
COc1cc(SC)ccc1C(=O)OCC(=O)NC(=O)NC(C)C,0,23,-1.6,-14,-5,101,16,103,-9
CCONc1ncnc2nonc12,1,26,-1.0,4,4,104,22,104,-9
CSc1sc(C(=O)NNC(C)=O)c2c1C1(CCC2)SCCS1,-6,9,1.1,-8,1,97,16,93,-6
O=c1[nH]c(CN(CCO)CCO)nc2c1C1(CCCCC1)Cc1ccccc1-2,3,-16,1.1,-21,13,104,11,101,-6
S=C1N(c2ccccc2)CN(C2CCCCC2)CN1c1ccccc1,6,34,1.3,-6,-2,82,28,107,2
CCc1c(C(=O)NNC(=S)NCC2CCCO2)csc1C (stereo not given),1,5,-1.1,-7,1,100,-5,103,-9
COc1ccc(CN2CCNC(=O)C2CC(=O)N(C)CCc2cnn(C)c2)c(F)c1 (stereo not given),2,9,0.3,-21,11,104,32,103,-13
Cc1ccc(S(=O)(=O)N2CCC(C(=O)Nc3ccccc3N3CCCCC3)CC2)cc1,1,13,-0.4,1,-10,99,19,100,-17
O=C1CC(c2ccc(F)cc2)Sc2nc(C34CC5CC(CC(C5)C3)C4)nn21 (stereo not given),-1,14,-0.7,-28,-11,116,2,98,-9
COc1ccc(Cl)cc1NC(=O)NCC1CCN(Cc2cc(C)ccc2C)CC1,15,15,21*,15,-15,127,46,104,28
CCOC(=O)CSc1nc(C)c2cc(C)c(C)cc2n1,-8,3,-2.9,-25,7,92,25,101,-8
COc1ccccc1NC(=O)Nc1cc(C(C)(C)C)nn1C,-31,14,0.7,-16,-6,90,-1,81,11
O=C(COC(=O)c1ccccc1)NC1CCCC1,2,-2,0.0,-10,1,100,20,98,-17
Cc1ccnc(NC(=O)CCC(=O)N(CC(=O)NC2CCCCC2)C2CCCC2)c1,-33,.,-1.3,-2,5,91,37,85,-7
CC1=Nc2ccc(Br)cc2C(c2ccccc2)N1CC(=O)O (stereo not given),-2,8,0.4,2,2,99,41,102,-4
CC(=O)c1cccc(CN2CCN(C(C)C)C(CCO)C2)c1 (stereo not given),-2,3,1.2,4,-12,98,18,100,-11
COCCn1c(Cc2ccccc2)nnc1SCC(=O)NC1CCCCC1,-6,10,0.0,-23,1,104,35,102,0
COc1ccc(NC(C)=O)cc1NC(=O)c1ccc(Cl)cc1,-11,6,-1.0,-8,-2,87,-10,98,2
CC(=O)Nc1ccc(S(=O)(=O)N(C)CC(=O)NCCC2=CCCCC2)cc1,2,6,0.2,-27,9,104,9,102,26*

# Part of the list above, showing only OXTR agonist and MEKK2wt PB1 HTS.
canonical_smiles | OXTR agonist | MEKK2wt PB1 HTS
Cc1cc(C(=O)COc2nncc3ccccc23)c(C)n1C | . | 96
CSc1sc(C(=O)NNC(C)=O)c2c1C1(CCC2)SCCS1 | 1.1 | 97

# Random excerpt: 7 records from the list.
SMILES,MEKK2mut PB1 HTS,NALP1 inh,OXTR agonist,DNA FID counter,PfM18AAP inh,MEKK2wt PB1 HTS,PHOSPHO1 block,MEKK3 PB1 HTS,GPR7 antag
Cc1ccc(S(=O)(=O)CC(=O)NC(C)(C)C)cc1,3,9,-0.3,1,13,84,-38,82,-11
O=C(COC(=O)c1ccccc1)NC1CCCC1,2,-2,0.0,-10,1,100,20,98,-17
CC1=Nc2ccc(Br)cc2C(c2ccccc2)N1CC(=O)O (stereo not given),-2,8,0.4,2,2,99,41,102,-4
COc1ccc(NC(C)=O)cc1NC(=O)c1ccc(Cl)cc1,-11,6,-1.0,-8,-2,87,-10,98,2
CCc1c(C(=O)NNC(=S)NCC2CCCO2)csc1C (stereo not given),1,5,-1.1,-7,1,100,-5,103,-9
COc1ccccc1NC(=O)Nc1cc(C(C)(C)C)nn1C,-31,14,0.7,-16,-6,90,-1,81,11
CC(=O)Nc1ccc(S(=O)(=O)N(C)CC(=O)NCCC2=CCCCC2)cc1,2,6,0.2,-27,9,104,9,102,26*

# The main list resumes, repeating the 2 entries before the break.
SMILES,MEKK2mut PB1 HTS,NALP1 inh,OXTR agonist,DNA FID counter,PfM18AAP inh,MEKK2wt PB1 HTS,PHOSPHO1 block,MEKK3 PB1 HTS,GPR7 antag
COc1ccc(NC(C)=O)cc1NC(=O)c1ccc(Cl)cc1,-11,6,-1.0,-8,-2,87,-10,98,2
CC(=O)Nc1ccc(S(=O)(=O)N(C)CC(=O)NCCC2=CCCCC2)cc1,2,6,0.2,-27,9,104,9,102,26*
CCOC(=O)c1ccc(NC(=O)c2c(C)[nH]c(C(=O)OCC)c2C)cc1,5,2,0.3,-15,1,97,20,99,-1
O=S(=O)(c1ccccc1)N1CCC(O)(CSc2ccc(Cl)cc2)CC1,.,2,16,-4,-2,.,-8,.,-5
O=C(COc1ccc(Cl)cc1Br)N1CCN(S(=O)(=O)c2ccccc2)CC1,1,4,.,-53,0,100,17,101,-1
Cc1ccc(-c2nn(-c3ccccc3)cc2/C=N/n2c(-c3ccncc3)n[nH]c2=S)cc1,1,.,0.8,-1,5,98,-161,104,-14
CCS(=O)(=O)NCC(c1cccnc1)N1CCN(c2ccccc2F)CC1 (stereo not given),0,14,0.3,-3,-14,102,1,92,6
COc1ccc(CCNC(=O)C2CC(c3cccc(F)c3)=NO2)cc1 (stereo not given),1,.,-0.7,.,.,104,31,103,.
Cc1ccc(-c2nnn(CC(=O)N3CCCCC3)n2)o1,0,5,0.2,6,3,109,-12,116,-3
Cc1cc(C(=O)OCC(=O)Nc2cc(S(=O)(=O)N(C)C)ccc2C)c2ccccc2n1,.,10,1.7,-17,-5,.,43,.,3
O=C(O)c1ccc2c(c1)C(=O)N(c1ccc(OCc3ccccc3)cc1)C2=O,9,-3,0.0,-14,-4,102,51,103,12
O=C(CN1CCN(S(=O)(=O)c2ccc(Cl)cc2)CC1)NC(=O)NC1CCCCC1,-2,18,7.9,-33,-10,97,-5,101,-11
COC(=O)c1ccc(NC(=S)NC2CC3CCC2C3)cc1 (stereo not given),-2,22,9.7,-11,3,106,-16,106,-11
NS(=O)(=O)c1cc([N+](=O)[O-])ccc1NCc1cccnc1,8,-9,0.1,-4,0,105,46,106,-2
CC(C)CCNC(=O)c1cc(S(=O)(=O)N2CCCCC2)ccc1N1CCOCC1,6,.,-0.3,-32,-3,105,-8,101,4
CCc1ccc(C(=O)NNc2ccccc2F)cc1,-4,15,-2.3,-7,18,101,-1,101,-4
Cc1cccc(C(=O)NCCc2nnc(SCC(=O)Nc3nc(C)cs3)n2C)c1,1,14,-1.8,-18,-1,96,6,100,2
COc1ccc(CCN2C(=O)CCC2(C)C(=O)NC2CCCC2)cc1OC (stereo not given),-16,-1,-0.3,-22,3,45*[inhibitor],-13,35*[inhibitor],17
CC(C)C(NC(=O)C12CC3CC(CC(C3)C1)C2)C(=O)N/N=C/C1=C(N2CCOCC2)C(=C\c2cccc([N+](=O)[O-])c2)/CC1 (stereo not given),-1,30,0.8,-11,-5,102,-12,109,-15
Cc1cc(NS(=O)(=O)c2ccc(NC(=O)Cc3ccccc3)cc2)nc(C)n1,4,10,0.3,-2,-1,101,24,103,10
COc1ccc(C(=O)CSc2nc(-c3ccccn3)nc(C)c2Cl)cc1,23,.,-2.1,-16,-1,114,13,128*,-13
CCCCN(CCCC)S(=O)(=O)c1c(C)[nH]c(=O)[nH]c1=O,-3,6,0.4,-9,-11,94,-27,98,-6
CC(=O)c1ccc(NC(=O)CCc2nnc3ccc(NCc4ccco4)nn23)cc1,-6,25,0.0,-6,46*,99,24,99,21
CC(C)=C1SC(N2CCN(c3ccc(C)cc3)CC2)=NC1=O,3,-8,-1.9,-15,4,99,4,106,-12
CCOC(=O)c1sc(=S)n(-c2ccc3c(c2)OCO3)c1N,-5,8,2.2,6,-13,84,-63,82,-12
Cc1cc(OCC(O)CN(CCO)CCO)ccc1Cl (stereo not given),-3,24,0.4,1,2,98,-2,98,-7
Cc1ccc(-n2ncc3c(=O)n(CC(=O)NC4CCCCC4)cnc32)cc1C,-3,21,-0.2,4,-8,97,11,103,21

# Brought forward from above: 3 entries, followed by the next part.
SMILES,MEKK2mut PB1 HTS,NALP1 inh,OXTR agonist,DNA FID counter,PfM18AAP inh,MEKK2wt PB1 HTS,PHOSPHO1 block,MEKK3 PB1 HTS,GPR7 antag
CCOC(=O)c1sc(=S)n(-c2ccc3c(c2)OCO3)c1N,-5,8,2.2,6,-13,84,-63,82,-12
Cc1cc(OCC(O)CN(CCO)CCO)ccc1Cl (stereo not given),-3,24,0.4,1,2,98,-2,98,-7
Cc1ccc(-n2ncc3c(=O)n(CC(=O)NC4CCCCC4)cnc32)cc1C,-3,21,-0.2,4,-8,97,11,103,21
CCn1cc(C(=O)N2CCCc3ccccc32)c2cc(OC)c(OC)cc2c1=O,.,-16,0.3,-36,8,.,-7,.,-16
C[n+]1ccccc1C1CCCC/C1=N\NC(N)=S (stereo not given),0,5,-0.6,-1,3,98,15,105,-20
O=C(O)CC/C(=N\Nc1ccc([N+](=O)[O-])cc1S(=O)(=O)N1CCOCC1)c1cccs1,5,-7,0.0,-28,30*,101,40,101,-22
CCc1c(C)nc2ncnn2c1N1CCCC(C(=O)Nc2ccc(NC(C)=O)cc2)C1 (stereo not given),.,2,0.0,-25,-9,.,29,.,-2
CCc1c(C)nc2c(-c3ccccc3OC)c(C)[nH]n2c1=O,3,34,-1.6,-7,3,110,27,105,-6
Oc1c(C(Nc2ccccn2)c2cccnc2)cc(Cl)c2cccnc12 (stereo not given),2,22,-1.1,-9,-2,113,5,106,-7
CC(=O)c1cnc(N(C)C)s1,14,-80,0.0,-3,-4,99,-48,111,-1
O=c1oc2ccccc2c2c1nc(C(F)(F)F)n2-c1ccccc1,13,9,-0.5,0,3,107,-6,111,2
CC(C)C(=O)NN1c2ccccc2CCc2ccccc21,-24,21,-2.9,-20,-1,90,24,84,19
CCCCn1c(Cl)nc2c1c(=O)n(C)c(=O)n2C,17,9,0.3,2,3,110,25,105,-9
CN(Cc1cn(C)nc1-c1cccc(Cl)c1)C1CCOCC1,-1,12,0.3,11,2,97,28,94,-16
CCOC(=O)N1CCC(N(C(=O)Nc2ccc(CC)cc2)C(C)CC)CC1 (stereo not given),-5,0,0.9,0,1,93,32,96,-13
